Screening results as filed in PubChem.
U2OS ROS induce: raises reactive oxygen species in U2OS cancer cells | U2OS ROS induction, H2DCF-DA fluorescence | ROS induction (% of piperlongumine), % at 10 µM | 2% of 46,000 active | AID 624156; in the data active means ROS induction above about 79%, passing the limit was not always enough; inconclusive means no clear call, values can overlap the other calls;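 further: 0% = DMSO vehicle median and 100% = reference compound median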
An asterisk follows results filed as active; ? = inconclusive. An excerpt, so the mix of outcomes need not match the whole.

SMILES	U2OS ROS induce
C[C@H](CO)N1C[C@H](C)[C@@H](CN(C)C)Oc2c(NC(=O)Nc3ccc(C(F)(F)F)cc3)cccc2C1=O	4
COc1ccc(S(=O)(=O)Nc2ccc3c(c2)CC(=O)N([C@@H](C)CO)C[C@H](C)[C@H](CN(C)Cc2ccccc2)O3)cc1	1
CC1(C)OC(=O)C(=CNc2ccccc2)C(=O)O1	-12
COc1ccc(C(=O)NCC(=O)Nc2ccc(C)c(Cl)c2)cc1	-8
COc1cc(NC(=O)CSc2ccccc2)c(C(=O)O)cc1OC	22
C[C@@H]1CN([C@@H](C)CO)C(=O)c2cc(NS(=O)(=O)c3ccc(Cl)cc3)ccc2O[C@@H]1CN(C)Cc1ccc(Oc2ccccc2)cc1	8
C[C@H]1CN([C@@H](C)CO)C(=O)c2cc(NS(=O)(=O)c3cccs3)ccc2O[C@@H]1CN(C)Cc1ccc(Cl)c(Cl)c1	37
COc1ccc(S(=O)(=O)N(C)C[C@@H]2Oc3c(NS(=O)(=O)c4ccc(Cl)cc4)cccc3C(=O)N([C@@H](C)CO)C[C@H]2C)cc1	2
C[C@@H]1CCCCO[C@@H](CN(C)C(=O)NC2CCCCC2)[C@@H](C)CN([C@H](C)CO)C(=O)c2cc(NC(=O)NC3CCCCC3)ccc2O1	9
COc1ccc(NC(=O)N(C)C[C@@H]2Oc3c(NC(=O)c4cc(C)nn4C)cccc3C(=O)N([C@H](C)CO)C[C@@H]2C)cc1	-8
c1ccc(Cc2ccc[n+](Cc3ccccn3)c2)cc1	-6
C[C@@H]1CN([C@H](C)CO)C(=O)c2cccc(NC(=O)Nc3ccc(C(F)(F)F)cc3)c2O[C@H]1CN(C)S(=O)(=O)c1cn(C)cn1	-4
CO[C@H]1O[C@H](CO)[C@@H](OC(=O)Nc2ccc3c(c2)OCO3)[C@H](OC(=O)Nc2ccccc2)[C@@H]1OC(=O)Nc1ccccc1	37
NC(=O)CSc1nc2ccccc2n1CC(=O)N1CCCCC1	3
CS(=O)(=O)N(CC(=O)Nc1c(F)cccc1F)c1ccccc1	-16
COc1ccc(S(=O)(=O)Nc2cccc3c2O[C@H](CN(C)Cc2ccc(C(=O)O)cc2)[C@@H](C)CN([C@@H](C)CO)C3=O)cc1	-4
C[C@@H]1CN([C@@H](C)CO)C(=O)Cc2cc(NC(=O)C3CCCCC3)ccc2O[C@@H]1CN(C)Cc1ccccc1	5
C[C@@H]1CN([C@H](C)CO)C(=O)c2cccc(NC(=O)c3ccc(-c4nccs4)cc3)c2O[C@@H]1CN(C)Cc1ccc(Cl)c(Cl)c1	72
C[C@H]1CN([C@@H](C)CO)C(=O)c2cc(NC(=O)Nc3ccc(F)cc3)ccc2O[C@H]1CN(C)CC1CCCCC1	-12
CCOC(=O)CCS(=O)(=O)c1nc(-c2ccccc2)cc(C(F)(F)F)n1	71
COc1ccc(C2OCC3(O)C(c4ccc(OC)c(OC)c4)OCC23)cc1OC (configuration not stated)	21
O=S1(=O)CC=C(Sc2ccccc2)C1	0
Cc1ccccc1N1C(=O)NC(=O)/C(=C\c2cn(CC(=O)N3CCOCC3)c3ccccc23)C1=O	117*
Cc1ccc(S(=O)(=O)n2nccc2-c2c(C)nc3ccccn23)cc1	24
C[C@H]1CN([C@@H](C)CO)C(=O)c2cc(NC(=O)Cc3cn(C)c4ccccc34)ccc2O[C@@H]1CN(C)Cc1ccc(Cl)c(Cl)c1	118*
C[C@@H]1CN([C@H](C)CO)C(=O)c2cccc(NC(=O)c3ccncc3)c2O[C@@H]1CN(C)Cc1ccncc1	-5
C[C@H]1CN([C@@H](C)CO)C(=O)Cc2cc(NC(=O)Cc3ccccc3)ccc2O[C@@H]1CN(C)S(C)(=O)=O	4
COc1ccc(NC(=O)N(C)C[C@H]2OCCCC[C@@H](C)Oc3ccc(NS(=O)(=O)c4ccc(OC)cc4)cc3C(=O)N([C@H](C)CO)C[C@@H]2C)cc1	4
C[C@H]1CN([C@@H](C)CO)C(=O)c2cccc(NS(=O)(=O)c3cn(C)cn3)c2O[C@H]1CN(C)CC1CCCCC1	-9
C[C@@H]1CN([C@@H](C)CO)C(=O)Cc2cc(NS(=O)(=O)c3ccccc3)ccc2O[C@@H]1CN(C)C(=O)Nc1ccc(F)cc1	0
O=C(CCCSc1nc2ccc(Cl)cc2s1)c1ccc(F)cc1	6
Cc1ccc(S(=O)(=O)Nc2cccc3c2O[C@@H](CN(C)CC2CCCCC2)[C@H](C)CN([C@H](C)CO)C3=O)cc1	-9
C[C@H](CO)N1C[C@H](C)[C@H](CN(C)C(=O)NC2CCCCC2)Oc2ccc(NS(=O)(=O)c3ccccc3)cc2CC1=O	10
C[C@H]1CN([C@@H](C)CO)C(=O)c2cccc(NC(=O)c3nc4ccccc4s3)c2O[C@@H]1CN(C)Cc1ccc(Oc2ccccc2)cc1	-7
O=C(COc1ccccc1)Nc1nccs1	-10
COC(=O)Cc1csc(Nc2c(C)n(C)n(-c3ccccc3)c2=O)n1	-9
COCCOC(=O)N1C(=O)[C@@]2(c3cc(C#CCNC(N)=O)ccc31)[C@H](C(=O)N1CCN(c3ncccn3)CC1)[C@H]1C(=O)O[C@H](c3ccccc3)[C@H](c3ccccc3)N1[C@@H]2c1ccccc1OCCO	20
CCc1ccccc1OCC(=O)Nc1ccc(C)cc1[N+](=O)[O-]	-4
C[C@@H]1CN([C@@H](C)CO)C(=O)c2cc(NS(=O)(=O)c3ccccc3)ccc2O[C@H]1CN(C)S(=O)(=O)c1cccs1	-4
CC(C)(C)N1C(=O)c2ccc(C(=O)Nc3nccs3)cc2C1=O	6
CN(CCc1ccc(Cl)c(Cl)c1)CC(O)COc1ccc(NS(C)(=O)=O)cc1 (configuration not stated)	6
C[C@H]1CN([C@@H](C)CO)C(=O)Cc2cc(NS(=O)(=O)c3cn(C)cn3)ccc2O[C@H]1CN(C)C(=O)NC1CCCCC1	-8
CNC[C@H]1Oc2c(NS(C)(=O)=O)cccc2C(=O)N([C@H](C)CO)C[C@@H]1C	-19
C[C@H](CO)N1C[C@H](C)[C@H](CN(C)Cc2ccc(C(=O)O)cc2)Oc2ccc(NS(C)(=O)=O)cc2C1=O	5
C[C@@H]1CN([C@H](C)CO)C(=O)c2cc(NC(=O)Nc3ccc(F)cc3)ccc2O[C@H]1CN(C)C(=O)Nc1ccc(C(F)(F)F)cc1	8
Cc1ccc(S(=O)(=O)Nc2ccc3c(c2)CC(=O)N([C@@H](C)CO)C[C@@H](C)[C@@H](CN(C)S(=O)(=O)c2ccc(F)cc2)O3)cc1	5
C[C@H](CO)N1C[C@H](C)[C@H](CN(C)S(C)(=O)=O)Oc2ccc(NC(=O)C3CC3)cc2C1=O	-5
O=C(Nc1ccccc1C(=O)N1CCOCC1)C1COc2ccccc2O1 (configuration not stated)	-5
CC(C)N1CC=C2C(C1)C(c1ccccc1)C(C#N)=C(N)C2(C#N)C#N (configuration not stated)	?
COc1ccc(S(=O)(=O)N(C)C[C@H]2Oc3ccc(NC(=O)C4CCCCC4)cc3CC(=O)N([C@@H](C)CO)C[C@@H]2C)cc1	-5
C[C@H]1CN([C@@H](C)CO)C(=O)Cc2cc(NC(=O)CCC(F)(F)F)ccc2O[C@@H]1CN(C)Cc1ccc(C(=O)O)cc1	7
Cc1ccc(S(=O)(=O)Nc2ccc3c(c2)C(=O)N([C@H](C)CO)C[C@H](C)[C@H](CN(C)C(=O)c2ccccc2)OCCCC[C@@H](C)O3)cc1	9
O=C(O)CCCCCCC(=O)N/N=C/c1ccccc1O	-3
C[C@@H]1CN([C@@H](C)CO)C(=O)Cc2cc(NC(=O)C3CCCCC3)ccc2O[C@@H]1CN(C)S(=O)(=O)c1cn(C)cn1	5
COc1ccc(Nc2ncnc3c2nnn3Cc2ccccc2Cl)c(OC)c1	9
Cc1cc(C)n2c(SCc3c(C)noc3C)nnc2n1	-12
Cc1ccc(S(=O)(=O)N(C)C[C@H]2Oc3c(NC(=O)Nc4cccc5ccccc45)cccc3C(=O)N([C@H](C)CO)C[C@@H]2C)cc1	-4
CCC(=O)c1ccc(OCC(O)Cn2nc(C)c(Br)c2C)cc1 (configuration not stated)	0
CCOC(=O)c1cc(-c2ccccc2)n(-c2ccccc2C)n1	6
COc1ccc(NC(=O)Nc2ccc3c(c2)C(=O)N([C@H](C)CO)C[C@@H](C)[C@@H](CN(C)Cc2ccc(C(F)(F)F)cc2)O3)cc1	10

Exported bar-delimited: part of the list above
structure | U2OS ROS induce
C[C@H]1CN([C@@H](C)CO)C(=O)Cc2cc(NC(=O)CCC(F)(F)F)ccc2O[C@@H]1CN(C)Cc1ccc(C(=O)O)cc1 | 7
Cc1ccc(S(=O)(=O)Nc2ccc3c(c2)C(=O)N([C@H](C)CO)C[C@H](C)[C@H](CN(C)C(=O)c2ccccc2)OCCCC[C@@H](C)O3)cc1 | 9
O=C(O)CCCCCCC(=O)N/N=C/c1ccccc1O | -3
C[C@@H]1CN([C@@H](C)CO)C(=O)Cc2cc(NC(=O)C3CCCCC3)ccc2O[C@@H]1CN(C)S(=O)(=O)c1cn(C)cn1 | 5
COc1ccc(Nc2ncnc3c2nnn3Cc2ccccc2Cl)c(OC)c1 | 9
Cc1cc(C)n2c(SCc3c(C)noc3C)nnc2n1 | -12

More structures
SMILES	U2OS ROS induce
CC(O)c1cc(-c2ccc(Cl)cc2Cl)no1 (configuration not stated)	-12
CSc1nnc(SC)n1CCNC(=O)Nc1cccc(Cl)c1	34
CCOc1ccc(-n2c(SCc3ccccc3)nnc2-c2cccnc2)cc1	26
N#CC1=C(N)C(C#N)(C#N)C2(C(=O)N(Cc3ccccc3)c3ccccc32)C2CCCC=C12 (configuration not stated)	127*
O=C(COc1ccc2oc3c(c2c1)CCCC3)Nc1cccnc1	-15
CCSc1nc(O)c(C(C)CC)c(=O)[nH]1 (configuration not stated)	36
C[C@H](CO)N1C[C@H](C)[C@H](CN(C)Cc2ccncc2)Oc2ncc(C#Cc3ccc(F)cc3)cc2C1=O	1
COc1ccc(S(=O)(=O)Nc2ccc3c(c2)C(=O)N([C@@H](C)CO)C[C@@H](C)[C@H](CN(C)C(=O)Nc2ccc4c(c2)OCO4)O3)cc1	3
O=C(Cn1cnc2sc(-c3ccccc3)cc2c1=O)Nc1cccc(C(F)(F)F)c1	-17
C[C@@H]1CN([C@H](C)CO)C(=O)Cc2cc(NS(=O)(=O)c3cccs3)ccc2O[C@H]1CN(C)S(=O)(=O)c1cn(C)cn1	-3
C[C@H]1CN([C@@H](C)CO)C(=O)CCCn2nncc2CO[C@H]1CN(C)C(=O)Nc1ccc2c(c1)OCCO2	-17
C[C@@H]1CCCCO[C@H](CN(C)CC2CCCCC2)[C@@H](C)CN([C@H](C)CO)C(=O)c2cc(NC(=O)Nc3ccc(C(F)(F)F)cc3)ccc2O1	95*
CC1=C(C(=O)Nc2ccccc2F)C(c2ccsc2)C2=C(CC(C)(C)CC2=O)N1 (configuration not stated)	4
C[C@H](CO)N1C[C@H](C)[C@H](CN(C)S(C)(=O)=O)Oc2ccc(NC(=O)c3ccncc3)cc2C1=O	-6
Cc1ccc(S(=O)(=O)Nc2cccc3c2O[C@H](CN(C)CC2CC2)[C@@H](C)CN([C@H](C)CO)C3=O)cc1	-5
Cc1c(CO)c2ccccc2n1Cc1ccccc1C#N	2
O=C(N/N=C/c1ccc(O)cc1O)c1ccccc1O	-8
NC(=O)c1ccccc1O	6
Cc1noc(C)c1NC(=O)Nc1ccc2c(c1)CC(=O)N([C@H](C)CO)C[C@@H](C)[C@@H](CN(C)S(=O)(=O)c1c(C)noc1C)O2	-5
C[C@H]1CN([C@@H](C)CO)C(=O)Cc2cc(NC(=O)Nc3cccc4ccccc34)ccc2O[C@H]1CN(C)Cc1ccncc1	11
C[C@@H]1CN([C@H](C)CO)C(=O)c2cccc(NS(=O)(=O)c3cn(C)cn3)c2O[C@H]1CN(C)Cc1ccccc1	2
CC1=C(C(=O)Nc2ccccc2C)C(c2ccccc2OCc2ccccc2)n2ncnc2N1 (configuration not stated)	0
CC(C)NC(=O)N(C)C[C@@H]1OCCCC[C@@H](C)Oc2ccc(NS(C)(=O)=O)cc2C(=O)N([C@H](C)CO)C[C@@H]1C	-14
C[C@H](CO)N1C[C@H](C)[C@@H](CN(C)CC2CC2)Oc2c(NC(=O)NC3CCCCC3)cccc2C1=O	14
Nn1c(-c2ccccc2)nc2ccccc2c1=O	10
Cc1ccc(Oc2ncccc2NC(=O)c2ccc(Cl)cc2Cl)c2c1CCC2	23
O=C(O)c1ccc2nc(-c3ccccc3)c(-c3ccccc3)nc2c1	12
C[C@H](CO)N1C[C@H](C)[C@@H](CN(C)C(=O)Nc2ccccc2)Oc2ccc(NC(=O)Nc3ccc(F)cc3)cc2C1=O	-12
COc1cc2c(cc1OC)CN(C(=O)[C@H]1[C@@H]3C(=O)O[C@@H](c4ccccc4)[C@@H](c4ccccc4)N3[C@@H](c3ccccc3OCCO)[C@]13C(=O)Nc1ccccc13)CC2	34
C[C@H](CO)N1C[C@H](C)[C@H](CN(C)Cc2ccc3c(c2)OCO3)Oc2ccc(NC(=O)Nc3ccc(F)cc3)cc2CC1=O	10
NC(=O)NCC#Cc1ccc2c(c1)[C@]1(C(=O)N2)[C@H](c2ccccc2OCCO)N2[C@H](c3ccccc3)[C@H](c3ccccc3)OC(=O)[C@H]2[C@@H]1C(N)=O	63
C[C@@H]1CN([C@H](C)CO)C(=O)Cc2cc(NC(=O)Nc3ccc4c(c3)OCO4)ccc2O[C@@H]1CN(C)C(=O)Nc1ccc2c(c1)OCO2	2
C[C@@H]1CN([C@H](C)CO)C(=O)Cc2cc(NC(=O)C3CC3)ccc2O[C@@H]1CN(C)S(=O)(=O)c1ccc(F)cc1	3

A few values from the entries so far.
C[C@H]1CN([C@@H](C)CO)C(=O)Cc2cc(NC(=O)CCC(F)(F)F)ccc2O[C@@H]1CN(C)Cc1ccc(C(=O)O)cc1 | U2OS ROS induce = 7
C[C@H](CO)N1C[C@H](C)[C@H](CN(C)C(=O)NC2CCCCC2)Oc2ccc(NS(=O)(=O)c3ccccc3)cc2CC1=O | U2OS ROS induce = 10
COc1ccc(NC(=O)Nc2ccc3c(c2)C(=O)N([C@H](C)CO)C[C@@H](C)[C@@H](CN(C)Cc2ccc(C(F)(F)F)cc2)O3)cc1 | U2OS ROS induce = 10
CCOC(=O)c1cc(-c2ccccc2)n(-c2ccccc2C)n1 | U2OS ROS induce = 6
C[C@H]1CN([C@@H](C)CO)C(=O)c2cc(NC(=O)Cc3cn(C)c4ccccc34)ccc2O[C@@H]1CN(C)Cc1ccc(Cl)c(Cl)c1 | U2OS ROS induce = 118*
